KCNH2 3.1 inh – inhibitors of human KCNH2 3.1 potassium channel isoform; 0.95% of 340,000 active; U2OS KCNH2 3.1, thallium flux FluxOr; hits give low values; activity change, % (tested at about 1.8 µM);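 active = maximum activity change below -70%; inconclusive = maximum activity change from -70% to -50%; inactive = maximum activity change above -50%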;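 also: thallium influx rate constant from kinetic fluorescence after stimulation buffer; % is scaled to controls: 0 for no effect and ±100 for the full control effect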
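Thallium flux read-out: FluxOr dye with Red40 quencher in HBSS/HEPES, 45 min at RT. Rate constants from kinetic reads were normalized to positive and negative DMSO controls. Cells: U2OS virally expressing the 3.1 isoform.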
A-T KAP1 phos – potential ataxia-telangiectasia treatment | […] A-T fibroblasts, KAP-1 phosphorylation AlphaLISA; neocarzinostatin DNA damage 30 min before lysis | Potency, µM (highest dose often 57.5 µM), inactives show at the highest dose activation, hits mostly activators | 0.19% of 320,000 active; also: potency is read from the fitted curve at half-maximal effect; % of control where 0% means no effect; nearly all actives have a fitted effect of over 45% in size
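hTERT-immortalized A-T patient fibroblasts ([…]), 500 cells/well in OPTI-MEM, 1% FBS, got compounds for 60 min, then NCS for 30 min at 37C. Lysates were then assayed for phospho-KAP-1 by AlphaLISA (anti-pKAP1 donor, anti-KAP1 acceptor beads), 6 hr at 25C.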
TCR activator – activators of T cell receptors | 330,000 tested, under 10 active | Potency, µM (highest dose often 9.22 µM), for the others: at the top dose activation of IL-2 secretion, actives largely listed as activators | primary human leukocytes, anti-CD3, IL-2 HTRF, 48 h; also: % of control where 0% means no effect
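IL-2 produced over 48 hr by a-CD3 bead-stimulated primary human leukocytes exposed to compounds was detected with a homogeneous time-resolved FRET immunoassay, 665nm acceptor signal after 320nm excitation.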
hERG WT inh – inhibitors of human wildtype KCNH2 potassium channel | Q12809 | U2OS, BacMam KCNH2, thallium flux FluxOr; hits give low values | activity change, % at 1.84 µM | 0.37% of 340,000 active | AID 720551;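 active = maximum activity change below -70%; inconclusive = maximum activity change between -70% and -50%; inactive = maximum activity change above -50%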; also: % is scaled to controls: 0 for no effect and ±100 for the full control effect
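U2OS cells transduced with wild-type KCNH2 virus are loaded with FluxOr dye for 45 min, and thallium flux is measured in kinetic reads before and after stimulation buffer. Rate constants are normalized to DMSO controls.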
Eya2 inh – blocks the phosphatase activity of human Eya2 | O00167 | recombinant Eya2, OMFP fluorescence dephosphorylation (OMFP is methylfluorescein phosphate) | Potency, µM (top dose mostly 76.9 µM), for inactives: at the highest dose activity, negative = inhibition, usual class: inhibitors | 0.006% of 330,000 active; also: potency is read from the fitted curve at half-maximal effect; % is scaled to controls: 0 for no effect and ±100 for the full control effect
Target sequence (O00167 whole entry, looked up): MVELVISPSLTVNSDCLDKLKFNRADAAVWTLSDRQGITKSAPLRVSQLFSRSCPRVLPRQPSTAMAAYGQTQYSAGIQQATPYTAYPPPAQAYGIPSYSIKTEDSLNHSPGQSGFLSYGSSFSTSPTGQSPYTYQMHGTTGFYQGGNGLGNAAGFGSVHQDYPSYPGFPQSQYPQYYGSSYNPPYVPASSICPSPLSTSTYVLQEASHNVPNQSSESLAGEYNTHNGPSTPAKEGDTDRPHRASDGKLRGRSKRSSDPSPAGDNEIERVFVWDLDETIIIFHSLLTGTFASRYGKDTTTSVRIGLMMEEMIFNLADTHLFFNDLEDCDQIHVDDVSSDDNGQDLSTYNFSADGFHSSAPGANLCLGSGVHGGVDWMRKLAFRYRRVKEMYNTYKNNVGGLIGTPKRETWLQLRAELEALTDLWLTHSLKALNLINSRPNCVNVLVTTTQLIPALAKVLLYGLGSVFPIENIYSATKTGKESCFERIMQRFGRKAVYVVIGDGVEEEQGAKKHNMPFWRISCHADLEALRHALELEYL
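Eya2 protein (added as 0.2 uM solution) was preincubated with compound for 10 min at ambient temperature in 50 mM HEPES pH 7.5, 50 mM NaCl, 5 uM MgCl2, 0.05% BSA, 1 mM DTT. OMFP (added at 50 uM) then reacted 10 min; fluorescence read at 485/525 nm.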
ELG1 repair inh – blocks ELG1-dependent DNA repair in HEK293T cells. HEK293T ELG1-luciferase reporter, luminescence, 16 h; DNA damage induced by 5-fluorouridine. Potency, µM (top dose mostly 46.1 µM), without a hit: top-dose activity change, negative = inhibition, most hits filed as inhibitors. 2.3% of 330,000 active; also: potency is read from the fitted curve at half-maximal effect; % is scaled to controls: 0 for no effect and ±100 for the full control effect; nearly all actives have a fitted effect of over 55% in size
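5-Fluorouridine DNA damage + compound/DMSO, 2,000 cells/well, 16 h, 37 °C/5% CO2. ONE-Glo, 30 min RT, luminescence. Readout = decrease in reporter signal.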
TSHR antagonist – blocks TSH signaling through the human TSH receptor; P16473; TSHR-expressing cells, TSH-stimulated cAMP HTRF, 2 h; hits give low values; activity change, negative = inhibition, % at 11.5 µM; 0.2% of 330,000 active; AID 504810;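 active = activity change below a set negative limit, meaning inhibition stronger than a set level, cut at about -70% in these data; inconclusive = activity change between two set negative limits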; also: % is scaled to controls: 0 for no effect and ±100 for the full control effect
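TSHR-expressing cells were treated with compounds, then stimulated with TSH at EC80 (4nM final) for 2 hours at 37 deg C. Cellular cAMP was measured by HTRF competition between lysate cAMP and cAMP-d2 for a cryptate-labelled anti-cAMP antibody.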
USP2a block – blocks human ubiquitin-specific protease USP2a; USP2 core, Ub-CHOP2 coupled fluorogenic reporter, 485/531; Potency, µM (highest dose often 38.3 µM), for inactives: at the highest dose activity change, negative = inhibition, actives largely listed as inhibitors; 0.01% of 330,000 active; AID 463254;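 also: potency is read from the fitted curve at half-maximal effect; plate controls were DMSO wells for no effect and full inhibition by NEM control for full effect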
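USP2 core (10nM final) preincubated 30min RT with compound in 20mM Tris-HCl pH 8.0, 2mM CaCl2, 2mM beta-mercaptoethanol, 0.05% CHAPS; 25nM Ub-CHOP2 plus 25nM reporter substrate added, fluorescence (Ex485/Em531) read after 60min.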
Mito fusion yeast – mitochondrial division inhibition or fusion activation; 0.23% of 320,000 active; Potency, µM (doses to about 46.1 µM), for the others: at the top dose growth rescue (activation), actives largely listed as activators; S. cerevisiae fusion-defective mutant growth rescue, CellTiterGlo 48 h;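 also: potency is read from the fitted curve at half-maximal effect; % of control where 0% means no effect; nearly all actives have a fitted effect of over 45% in size; temperature-sensitive fusion mutants such as fzo1-1 at 37 °C on non-fermentable ethanol glycerol medium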
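Yeast fusion mutant, YPEG (non-fermentable carbon), compound, 48 h at 37C non-permissive; CellTiterGlo added, 10 min RT, luminescence read. Rescued growth = division inhibition.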
TRPV1 ag – agonists of human vanilloid receptor 1 (TRPV1) | 0.19% of 320,000 active | TRPV1-expressing cells, Fluo-8 calcium influx, agonist mode | activation, % at 8.33 µM; in the data active = activation above about 80%; inconclusive = between about 30% and that limit; also: 0% is about no effect
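Fluo-8 calcium influx in TRPV1-expressing cells, kinetic read (ex 480/em 520 nm). Compound added and read 3 min for agonist activity, followed by capsaicin at EC20 final and 2 min further read for enhancement.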
* hit, by the source's call; ? = inconclusive; / = no result given; [ ] = dose if it differs, or a comment. Unless noted, calls follow the shape of the dose curve; as a rule, active = well fitted curve in the direction sought with a large enough effect; inconclusive = small, poorly fitted or top-dose-only effect, or another doubt; inactive = no such curve, though single readings can be large; an effect the other way counts as inactive or inconclusive.

SMILES | KCNH2 3.1 inh | A-T KAP1 phos | TCR activator | hERG WT inh | Eya2 inh | ELG1 repair inh | TSHR antagonist | USP2a block | Mito fusion yeast | TRPV1 ag
CCCCn1c(N)c(N(Cc2ccccc2OC)C(=O)COc2cc(C)ccc2Cl)c(=O)[nH]c1=O | -1 | -8% | -1% | 1 | 11% | -5% | 0 | 1% | -1% | 0
N#Cc1c(C#N)c(-c2ccccc2)n(-c2ccccc2)c1N | 2 | / | 1% | 3 | -6% | ? | -17 | 0% | -1% | 0
Cc1cc(NC(=O)CCN2C(=O)/C(=C\c3ccccc3Cl)SC2=S)no1 | -14 | 0% | / | 5 | 9% | 20% | 4 | 3% | 22% | -1
CC(C)(C)NCCOc1ccc(Br)cc1 | -12 | -3% | -3% | 4 | -18% | -1% | 8 | 3% | -2% | -1
Cc1cc(C)c2cc(C(=O)N3CCC(C(=O)c4ccc(F)cc4)CC3)[nH]c2c1 | -1 | 8% | 13% | -5 | -26% | ? | 0 | -9% | 4% | 2
CCOc1cc(C2C(C(=O)c3ccc(C)o3)=C(O)C(=O)N2CCc2ccccc2)ccc1O (stereo not drawn) | 22 | -7% | 4% | 2 | 4% | -2% | 31 | 4% | 1% | -3
CCCc1ccc(Oc2cc(C)nc(N3CCOCC3)n2)cc1 | 2 | 25µM* | 1% | 2 | 7% | ? | -5 | -2% | -9% | 0
CC(C)NC(=S)N/N=C1\CCCCC1C1CCCCC1 (stereo not drawn) | 7 | 10% | -1% | 7 | -11% | ? | -16 | 0% | 11% | 24
CCOc1cc(-c2sc(Nc3cc(C)ccc3OC)n[n+]2-c2ccccc2)ccc1OC | 26 | -23% | 7% | -5 | 7% | -21% | -8 | -2% | 1% | 7
Cc1ccc(CNc2ccccc2C(=O)O)s1 | 18 | 2% | -4% | -1 | -17% | -4% | 7 | -1% | -2% | -7
Cc1ccc(CN2CCN(Cc3cccc(-n4cccn4)c3)CC2CCO)cc1 (stereo not drawn) | -87* | -1% | 0% | -26 | -9% | ? | 4 | -2% | 2% | 7
O=C(CC12CC3CC(CC(C3)C1)C2)NCC(c1ccc(F)cc1)N1CCOCC1 (stereo not drawn) | 2 | 4% | / | 11 | 3% | 6% | 5 | 1% | -7% | 4
O=Cc1cccn1-c1cccnc1 | 8 | 3% | -9% | 4 | 5% | ? | -5 | 3% | 2% | 2
CCOc1ccccc1/C=C/c1nc2ccccc2[nH]c1=O | -9 | -11% | -1% | -9 | 15% | -1% | -5 | 0% | 3% | 14
O=C(CSc1nnnn1C1CCCCC1)N1CCc2ccccc21 | 2 | 8% | -2% | -15 | 9% | 21% | 9 | 1% | -1% | 0
CC(C)c1ccccc1NC(=O)COC(=O)CNC(=O)c1ccc(Br)cc1 | 2 | -1% | -9%[46.1 µM] | 1 | 5% | 5% | -1 | 4% | 0% | -2
CCN(C(=O)c1cc2ccccc2o1)C12CC3CC(CC(C3)C1)C2 | / | 0% | / | / | 8% | ? | 4 | 0% | 8% | 8
O/N=C/c1ccc(-c2ccccc2OC(F)(F)F)o1 | -1 | -7% | 5% | 6 | -6% | 13% | 12 | 0% | -9% | ?
Cc1ccc(C(=O)Nc2nc3ccccc3c(=O)s2)cc1 | -5 | 11% | 4% | -15 | -16% | ? | 22 | -1% | -11% | 13
COc1ccc(C(=O)Nc2ccc(N3CCN(C)CC3)cc2)cc1[N+](=O)[O-] | 3 | -4% | -1% | 0 | -2% | 0% | 1 | 4% | -16% | 5
COc1ccccc1NC(=S)NC(=O)c1c(-c2ccccc2Cl)noc1C | -5 | 9% | 0% | / | -1% | -17% | -7 | -7% | 13% | 17
O=C(CN1CCN(C/C=C/c2ccccc2)CC1)NCc1ccc(Cl)cc1 | -124* | -14% | -5% | ? | ? | ? | 1 | 3% | -7% | 1
O=S(=O)(NCc1ccc2c(c1)OCO2)c1cnc[nH]1 | -9 | 20% | -7% | -11 | 26% | 8% | -4 | 2% | 0% | /
CCn1c(O)c(C#N)c(C)cc1=O | 5 | 3% | 3% | 5 | -2% | 2% | 9 | 4% | 0% | 1
O=C(Cn1cnc2c(oc3ccccc32)c1=O)N1CCN(c2ccccc2)CC1 | -1 | / | 4% | 0 | / | / | / | / | -1% | -3

Only Eya2 inh and TCR activator, for 6 of the compounds above:
| SMILES | Eya2 inh | TCR activator |
| --- | --- | --- |
| CCCc1ccc(Oc2cc(C)nc(N3CCOCC3)n2)cc1 | 7% | 1% |
| CC(C)NC(=S)N/N=C1\CCCCC1C1CCCCC1 (stereo not drawn) | -11% | -1% |
| CC(C)(C)NCCOc1ccc(Br)cc1 | -18% | -3% |
| Cc1ccc(CN2CCN(Cc3cccc(-n4cccn4)c3)CC2CCO)cc1 (stereo not drawn) | -9% | 0% |
| O/N=C/c1ccc(-c2ccccc2OC(F)(F)F)o1 | -6% | 5% |
| Cc1cc(NC(=O)CCN2C(=O)/C(=C\c3ccccc3Cl)SC2=S)no1 | 9% | / |

Additional entries:
SMILES | KCNH2 3.1 inh | A-T KAP1 phos | TCR activator | hERG WT inh | Eya2 inh | ELG1 repair inh | TSHR antagonist | USP2a block | Mito fusion yeast | TRPV1 ag
NC(=O)C1C(c2ccccc2)=C1c1ccccc1 | -12 | 9% | -3% | 10 | 11% | ? | -1 | 1% | 2% | -1
COc1ccc(N(C(=O)c2cnsn2)C(C(=O)NC2CCCCC2)c2ccncc2)cc1 (stereo not drawn) | 10 | 5% | 0%[46.1 µM] | -5 | 1% | 11% | -9 | 3% | -12% | -3
Cc1ccccc1CN1CCC(Oc2ccc(C(=O)N3CCCC3)cc2)CC1 | 33 | 7% | 3% | 5 | ? | 14% | 10 | -1% | -3% | 13
O=C(O)C1=C[C@@H](c2ccc3c(c2)OCO3)C[C@@H](OCCCCO)O1 | 7 | 6% | 3% | 7 | 7% | 25% | 5 | -1% | 1% | -1
C/C(CC(=O)Nc1ccc(C)c(Cl)c1)=N\NC(=O)c1cccc(O)c1 | -13 | 4% | -4% | 6 | -7% | 5% | -5 | -3% | -10% | -7
COc1ccc(CNn2c(-c3ccccc3F)nc3ccccc3c2=O)cc1OC | -10 | 0% | -1% | -9 | -6% | -12% | -12 | 1% | 3% | 1
O=C(CN1C(=O)S/C(=C\c2ccc(F)cc2)C1=O)NCCCn1ccnc1 | -2 | -11% | 0% | 4 | 6% | -4% | -5 | 1% | -1% | -6
O=C(c1ccc(-c2cccc([N+](=O)[O-])c2)o1)N1CCN(c2ccc([N+](=O)[O-])cc2)CC1 | -116* | 2% | 5% | -111* | 33% | 12% | -8 | 0% | 2% | -4
Cc1cc(C)c(NC(=O)CN2C(=O)NC(Cc3ccccc3)C2=O)c(C)c1 (stereo not drawn) | -32 | -4% | -4% | -6 | 0% | 20% | 7 | 3% | -3% | /
Oc1ccc(/C(Cc2ccc3ccccc3n2)=N\Nc2ccccc2)c(O)c1 | 11 | 0% | -5% | -1 | -12% | 7% | 6 | -6% | -2% | 29
Nc1ccc(C(=O)CC(=O)Nc2ccc(Cl)cc2)cc1 | 13 | 20% | 2% | -7 | 11% | 7% | -18 | 1% | -3% | 19
CC12CCC(C(=O)N3CCN(c4ncccn4)CC3)(c3nc4ccccc4nc31)C2(C)C (stereo not drawn) | -2 | 0% | 5% | 3 | 2% | 4.1µM* | -3 | 4% | 26% | ?
COc1cc(NC(=O)C2CC(=O)N(CCc3ccc(F)cc3)C2)cc(OC)c1OC (stereo not drawn) | 8 | 3% | -2% | 1 | -2% | -7% | -4 | 0% | 0% | 1
CC1(C)CC(=O)C2=C(C1)NC(=O)CC2c1ccccc1F (stereo not drawn) | -1 | 7% | 2% | 8 | 11% | -3% | 12 | -2% | 1% | 0
N#Cc1c2c(c(=S)n(-c3ccccc3)c1N)CCCC2 | -3 | 9% | 9% | 7 | -3% | -1% | 4 | 0% | 10% | 0
COCCCNC(=O)CNC(=S)N(Cc1ccc(F)cc1)C1CCCCC1 | -4 | -9% | -2% | 5 | 2% | -16% | 0 | 1% | 0% | 14
Cc1ccc(C)c(NC2=C(Cl)C(=O)OC2OC(C)C)c1 (stereo not drawn) | -1 | 5% | -2% | -6 | 6% | -1% | 1 | 2% | 5% | 3
O=C(Nc1ncn[nH]1)c1ccc([N+](=O)[O-])cc1[N+](=O)[O-] | -12 | -1% | 1% | 2 | 6% | 6% | 49 | 1% | 3% | -1

3 compounds out of the list above, arranged by the number in Mito fusion yeast, descending.
compound | TCR activator | Eya2 inh | TSHR antagonist | USP2a block | Mito fusion yeast | TRPV1 ag
CC12CCC(C(=O)N3CCN(c4ncccn4)CC3)(c3nc4ccccc4nc31)C2(C)C (stereo not drawn) | 5% | 2% | -3 | 4% | 26% | ?
O=C(O)C1=C[C@@H](c2ccc3c(c2)OCO3)C[C@@H](OCCCCO)O1 | 3% | 7% | 5 | -1% | 1% | -1
COCCCNC(=O)CNC(=S)N(Cc1ccc(F)cc1)C1CCCCC1 | -2% | 2% | 0 | 1% | 0% | 14

An excerpt, so the mix of outcomes need not match the whole.
